Source: PubChem
SRC1 TRFRET art: TR-FRET detection interference compounds, primary screen, artefact control for PPARgamma SRC-1 recruitment agonists, biochemical, TR-FRET emission ratio; TR-FRET detection artefact counter-screen; stronger effect = higher value; TR-FRET ratio at 8 µM; actives 0.34% (n = 99,000); AID 1051, 2008; in the data active = TR-FRET ratio above about 2300; also: inactives centre near 1800
SRC3 TRFRET art: TR-FRET detection interference compounds, artefact control for PPARgamma SRC-3 recruitment agonists, biochemical, TR-FRET ratio; TR-FRET artefact counter-screen, PPARgamma/SRC-3 format; stronger effect = higher value; TR-FRET ratio at 8 µM; actives 0.39% (n = 99,000); AID 1048, 2008; in the data active = TR-FRET ratio above about 2000; also: inactives centre near 1600
Numbers without * were called inactive.

Values run as follows: SRC3 TRFRET art, SRC1 TRFRET art
O=C(Nc1cccc(-c2cn3c(n2)SCC3)c1)c1ccc2c(c1)OCO2
  1781, 1915
Clc1cc2c(cc1/C=N/Nc1nc(N3CCOCC3)nc(N3CCOCC3)n1)OCO2
  1514, 1641
C=CCSc1nc2nc(C)cc(C)n2n1
  1540, 1891
COc1ccc(O)c(C=NCC(C)N=Cc2cc(OC)ccc2O)c1 (stereo unspecified)
  1636, 1722
CCOC(=O)c1cnc(Nc2ccc(OCC)cc2)nc1C
  1507, 1656
Cc1ccc2c(c1)S/C(=C/c1ccc[n+](C)c1)N2CCO
  1554, 1738
CN(CCC1CCOCC1)C(=O)CC1C(=O)NCCN1C/C=C/c1ccccc1 (stereo unspecified)
  1691, 1900
CCOc1cccc(CN2CCCC(CCC(=O)NCc3ccccc3F)C2)c1O (stereo unspecified)
  1683, 1953
COc1ccc(NS(=O)(=O)c2cc(NC(=O)c3ccc(C)o3)ccc2N2CCCCC2)cc1
  1445, 1571
CCN(CC)CCC(=O)NN
  1529, 2081
O=C(Nc1nc2c(s1)CCCC2)c1cc(-c2ccc3c(c2)OCO3)nc2ccccc12
  1689, 1875
C/C(Cc1ccccc1)=N\NC(=O)CNC(=O)c1ccccc1Br
  1520, 2102
COc1ccccc1N/C=C1/Sc2cc(Cl)ccc2NC1=O
  1418, 1807
C/C(=N\NC(=S)NC1CCCCC1)c1ccc(C)o1
  1622, 2047
Cc1ccn2cc(-c3ccc(NS(=O)(=O)c4ccccc4)cc3)nc2c1
  1660, 1549

The closing 2 records of the part before are carried over, then new ones follow:
Values run as follows: SRC3 TRFRET art, SRC1 TRFRET art
C/C(=N\NC(=S)NC1CCCCC1)c1ccc(C)o1
  1622, 2047
Cc1ccn2cc(-c3ccc(NS(=O)(=O)c4ccccc4)cc3)nc2c1
  1660, 1549
O=c1oc2ccccc2cc1-c1cn(-c2ccccc2)c(=S)[nH]1
  1478, 2017
CCn1ncc(/C=N\NC(=O)COc2ccccc2)c1C
  1618, 1820
O=C(Nc1ccccc1Cl)C1(c2ccccc2)CC1(Cl)Cl (stereo unspecified)
  1462, 1786
O=C(NCC1CCCO1)C1CCCN1C(=O)Nc1ccc(Cl)c(Cl)c1 (stereo unspecified)
  1670, 2035
CC(C)c1ccc(/C=N/NC(=O)c2cccc(S(=O)(=O)N3CCOCC3)c2)cc1
  1569, 1761
O=C(CN1CCC(NC(=O)c2ccccc2F)CC1)Nc1ccc2c(c1)OCO2
  1599, 1883
CCCNc1nc2c(c(=O)[nH]c(=O)n2C)n1CCc1ccccc1
  1477, 1703
COc1ccccc1N1CCN(C(=O)CCN2C(=O)c3cccc4cccc(c34)C2=O)CC1
  1680, 1924
COC(=O)[C@@H]1CC[C@H](C)[C@@H](c2ccc(C)cc2)N1C(=O)c1ccc(/C=N/O[C@H](C)c2cn([C@@H]3COC[C@H]3O)nn2)cc1
  1544, 1660
Cn1c(=O)c2ncn(CC(=O)N=Nc3c(O)[nH]c4ccccc34)c2n(C)c1=O
  1436, 1547
CSc1ccccc1NC(=O)CN1CCCCC1
  1560, 1792
COc1cc(/C=c2/sc3nc(-c4ccccc4)c(-c4ccccc4)n3c2=O)cc(OC)c1OC
  1463, 1772
COc1ccccc1NC(CC(=O)c1ccccc1)C(=O)OCC(=O)c1ccc(Br)cc1 (stereo unspecified)
  1403, 1698
Cc1nc(CN2CCC(c3ccccc3)CC2)cc(=O)[nH]1
  1412, 1776
CSc1nccc(Oc2cncc(Cl)c2)n1
  1620, 1999

Structural class: the entries above with an aryl thioether with sulfur outside any ring (3)
Values run as follows: SRC3 TRFRET art, SRC1 TRFRET art
C=CCSc1nc2nc(C)cc(C)n2n1
  1540, 1891
CSc1ccccc1NC(=O)CN1CCCCC1
  1560, 1792
CSc1nccc(Oc2cncc(Cl)c2)n1
  1620, 1999

New compounds follow.
Values run as follows: SRC3 TRFRET art, SRC1 TRFRET art
O=C(O)/C=C\C(=O)Nc1ccc(OCc2ccccc2)cc1
  1582, 1873
COc1ccc(OCC(=O)N/N=C/c2ccc(N(C)C)cc2)cc1
  1585, 1725
Cn1c(=O)n(/N=C/c2ccccc2)c2ccccc21
  1267, 1757
C[C@H](NC(N)=O)C(=O)OCC(=O)Nc1ccc(OC(F)F)cc1
  1469, 2053
COc1ccc(CN(CCC(c2ccccc2)c2ccc(OC(C)C)cc2)C(=O)CCl)cc1OC (stereo unspecified)
  1548, 1606
C=CCOC(=O)C1=C[C@@H](C2CCCCC2)C[C@@H](OCc2ccc(CO)cc2)O1
  1529, 1813
COc1ccc(CNC(=O)C2CCC(CNc3nc(=S)[nH]c4ccccc34)CC2)cc1 (stereo unspecified)
  1735, 2229
O=C(NCCCN1CCCC1=O)c1ccc2c(=O)n(-c3ccc(F)cc3)c(=S)[nH]c2c1
  1414, 1820
CN1CCN(C(=O)CCc2nc(-c3ccc(Cl)cc3)no2)CC1
  1595, 1699
CCOC(=O)c1c(NC(=O)c2cc3n(n2)C(C(F)(F)F)CC(c2cccs2)N3)sc(C)c1C (stereo unspecified)
  1632, 1907
Cc1nn(CC(=O)c2ccc(Cl)cc2Cl)c(C)[n+]1N
  1549, 1738
O=C(COC(=O)C1(c2ccc(F)cc2)CCCC1)NCc1ccc2c(c1)OCO2
  1555, 1691
CCOC(=O)c1cc2c(=O)n3ccccc3nc2n(Cc2ccco2)c1=NC(=O)c1ccccc1OC
  1618, 1932
N#C/C(=C\c1ccc(-c2ccccc2)cc1)c1nc(-c2ccco2)cs1
  1638, 1772
CC(=O)Nc1ccc(C(=O)CSc2nccc(=O)[nH]2)cc1
  1832, 1659

Following part.
Values run as follows: SRC3 TRFRET art, SRC1 TRFRET art
CC1=Nc2cc(C(=O)NCCCOC(C)C)ccc2Sc2ccccc21
  1624, 1706
COc1ccc(N(CCC#N)S(=O)(=O)c2cccc3nsnc23)cc1
  1694, 1837
COc1ccccc1-c1nc2cc3ccccc3cc2nc1-c1ccccc1OC
  1761, 1822
CCn1c(SCC(=O)Nc2nnc(C)s2)nc2c(c1=O)SC(C)C2 (stereo unspecified)
  1483, 1702
COC(=O)c1ccc(C(=O)OC)c(NC(=O)CN(C)Cc2ccccc2)c1
  1726, 1956
CCn1c(SCC(=O)N/N=C(\C)c2ccncc2)nnc1-c1ccccc1
  1649, 1979
N#C/C(=C\c1coc2ccccc2c1=O)C(N)=S
  1606, 1383
C/C=C/c1ccc(OCC(=O)Nc2ccc(OC)c(OC)c2)c(OC)c1
  1417, 1661
Cc1ccc(C(C)C)cc1OCCCCN1CCCC1
  1711, 1769
Cn1ccnc1C1CCCCN1Cc1nc(-c2ccc(Cl)cc2)no1 (stereo unspecified)
  1538, 1721
Cc1cc(NC(=O)/C(C#N)=C/c2ccc(-c3ccc(SC(F)F)cc3)o2)n(-c2ccccc2)n1
  1488, 1774
O=C(NCCO)/C(=C\c1ccc2c(c1)OCO2)NC(=O)c1ccc(Br)cc1
  1687, 1760
Cc1c(NC(=S)NC(=O)c2ccc(-c3ccc(Cl)cc3)o2)cccc1C(=O)O
  1597, 2003
Cc1cc(C)c(S(=O)(=O)Nc2ccc(O)c(Sc3ncn[nH]3)c2)c(C)c1
  1803, 1736
Cc1ccc(-n2[nH]c(C)c(C=Nc3ccc(S(=O)(=O)Nc4nccs4)cc3)c2=O)c(C)c1
  1442, 1562

(next part)
Values run as follows: SRC3 TRFRET art, SRC1 TRFRET art
Nc1ccc(-c2ccc(C(=O)O)s2)cn1
  1335, 1925
CC(=O)c1c(C)[nH]c(C(=O)OCC(=O)NCCC(C)C)c1C
  1409, 1748
O=C(c1ccccc1)c1c[nH]c(C(=O)C(Cl)(Cl)Cl)c1
  1465, 1808
Cc1ccc(S(=O)(=O)NN2C(=O)c3ccccc3NC2(C)C)cc1
  1593, 1881
CCCC1=[N+](CC(=O)c2ccccc2)CCn2cccc21
  1440, 1580
Cc1ccc(NC(=S)NC(CO)C(O)c2ccc([N+](=O)[O-])cc2)cc1 (stereo unspecified)
  1526, 1656
O=C(c1cccs1)N1C(=O)c2cccc3cccc1c23
  1772, 2012
O=C(CCSc1nnc(-c2ccncc2)o1)Nc1ccc(F)cc1
  1649, 1630
CCn1c(SCC(=O)Nc2ccc(Cl)cc2)nc2nc3c(cc2c1=O)CCCC3
  1898, 1677
O=C(COc1ccc(Br)cc1Br)NC(=S)Nc1cccc(CO)c1
  1520, 1623
CC(=O)NC(N1CCCCC1)C(F)(F)C(F)(F)C(F)(F)C(F)F (stereo unspecified)
  1509, 1754
Nc1ccc(C2=Nc3cccc4cccc(c34)N2)cc1
  1649, 1967
Cc1[nH]n(-c2ccccc2)c(=O)c1C(C[N+](=O)[O-])c1ccc(F)cc1 (stereo unspecified)
  1481, 1898
CC1(C)Cc2cccc(OCC(=O)O)c2O1
  1431, 1891
COc1ccc(CNC(=O)c2cccc(-c3ccc(C)c4ccccc34)n2)cc1
  1609, 1910

(listing goes on)
Values run as follows: SRC3 TRFRET art, SRC1 TRFRET art
COC(=O)c1cc(OC)c(OC)cc1N
  1454, 1819
CN(CC(=O)Nc1ccc(N2CCOCC2)cc1)CC(=O)Nc1cccc(C#N)c1
  1275, 1788
CCOc1cccc(-c2nnc3sc(-c4cc(OC)c(OC)c(OC)c4)nn23)c1
  1579, 2081
CC(C)(C)NC(=S)NC(=O)C12CCC3CC(CC(C3)C1)C2
  1517, 1661
O=C(CSc1nnnn1CCCO)Nc1ccc2c(c1)OCO2
  1466, 1704
COc1ccccc1-c1cc2nc(C)c(CCC(=O)NCc3ccco3)c(C)n2n1
  1598, 2034
NC(=O)c1ccsc1NC(=O)CCS(=O)(=O)c1ccccc1
  1522, 1775
CN(C)S(=O)(=O)c1ccc(C(=O)OCc2ccc([N+](=O)[O-])cc2)cc1
  1768, 2140
Cc1ccc(NC(=O)c2ccc(COc3ccc4c(c3)CCC4)cc2)c(C)c1
  1584, 1687
C(=N\c1nc2ccccc2n1Cc1ccccc1)/c1cccs1
  1665, 1662
CC(=O)NC1=NN(C(C)=O)C(c2ccc(C)cc2)S1 (stereo unspecified)
  1684, 1628
COc1cccc(C2=NOC(C(=O)Nc3ccc4c(c3)OCO4)C2)c1 (stereo unspecified)
  1509, 1657
Fc1ccc(NC(=S)Nc2ccccc2Cl)cc1
  1501, 2049
Cc1cc(C)cc(NC(=O)c2ccc(NC(=O)C3C4CC5OC(=O)C3C5C4)cc2)c1 (stereo unspecified)
  1539, 1856
Cc1cccc(C)c1NC(=O)C(=O)NCCc1c[nH]c2ccccc12
  1557, 1722

A second format for part of the listing above:
Fc1ccc(NC(=S)Nc2ccccc2Cl)cc1
  SRC3 TRFRET art: 1501; SRC1 TRFRET art: 2049

Cc1cc(C)cc(NC(=O)c2ccc(NC(=O)C3C4CC5OC(=O)C3C5C4)cc2)c1 (stereo unspecified)
  SRC3 TRFRET art: 1539; SRC1 TRFRET art: 1856

(list continues)
Values run as follows: SRC3 TRFRET art, SRC1 TRFRET art
CC1CC(C)CN(S(=O)(=O)c2ccc(C(=O)OCC(=O)NCCN3C(=O)CSC3=O)cc2)C1 (stereo unspecified)
  1514, 1804
CCOC(=O)C1CCN(C(=O)/C=C/c2cccs2)CC1
  1736, 1762
O=C(CNc1n[nH]c(=O)[nH]c1=O)N/N=C/c1cccnc1
  1616, 1827
COc1cccc(C=Nc2cc(C)cc(C)c2)c1O
  1568, 1946
O=C(CN1CCN(Cc2ccccc2)CC1)Nc1ccc(N2CCOCC2)cc1
  1621, 1768
CSc1nccc(Oc2ccc(C#N)cc2)n1
  1576, 1598
S=c1[nH]nc(-c2ccco2)n1/N=C/c1cccc(Cl)c1Cl
  1740, 1855
CCOC(=O)N(NC(=O)C(O)(c1ccccc1)c1ccccc1)c1ccccc1
  1591, 1968
COc1ccc(CC(=O)N2CCC(c3ccccc3)C2)cc1 (stereo unspecified)
  1502, 1823
O=C(c1ccc(CSc2nc3ccncc3[nH]2)cc1)N1CCN(c2cccc(Cl)c2)CC1
  1439, 1697
C=CCOc1ccc(CNCCc2ccc(S(N)(=O)=O)cc2)cc1
  1376, 1549
CCOCCOc1nc(C)cc(C)c1S(=O)(=O)c1ccccc1C
  1637, 2139
Cc1ccccc1-c1nnc(NC(=O)CSc2nc3ccccc3s2)s1
  1768, 1799
N#CCCn1cc(C(=O)Nc2ccc([N+](=O)[O-])cc2)c(-c2cc3ccccc3o2)n1
  1671, 2067
CN(C)/C=N/c1nc2nccc(-c3ccccc3)n2n1
  1628, 1524

Following part:
Values run as follows: SRC3 TRFRET art, SRC1 TRFRET art
O=C(Nc1ccc(F)cc1)/C(Cl)=C/c1ccccc1
  1576, 1633
C[C@H](NC(=O)Cc1cccc2ccccc12)C(=O)NCc1ccccc1
  1594, 1795
Cc1ccc(NC(=O)C(=O)NCc2ccncc2)cc1
  1732, 2096
O=C(Nc1ccccc1)Nc1ccncc1
  1500, 1880
COc1cc2c(cc1OC)C(C(=O)N1CCCC1)C(c1ccccc1F)N(C)C2=O (stereo unspecified)
  1574, 1585
CCn1cc(CN2CCN(Cc3ccc(OC)c(C)c3C)C(CCO)C2)c(C)n1 (stereo unspecified)
  1614, 1722
CCNC(=S)N1CCC(n2cnc3ccccc32)CC1
  1554, 1553
CCC(C)(C)n1nnnc1C(c1cccnc1)N1CCCC(C)C1 (stereo unspecified)
  1757, 1726
Cc1ccc(C)c(S(=O)(=O)Nc2ccc(O)c(C(=O)O)c2)c1
  1600, 1531
COc1ccc(OC)c(NC(=O)COC(=O)Cc2ccc(-c3ccccc3)cc2)c1
  1524, 1924
N/C(Cc1ccc([N+](=O)[O-])cc1)=N\OC(=O)COc1ccccc1Cl
  1660, 1659
Cc1ccc(-n2cnnn2)cc1Cl
  1726, 1767
COc1cccc(-c2noc(CCCC(=O)N3CCOCC3)n2)c1
  1465, 1667
NC(=O)c1ccsc1NC(=O)c1cc(=O)c2ccccc2o1
  1700, 1574
CCN(CC)C(=O)c1[nH]cnc1C(=O)N[C@@H](CCCCNC(=O)OC(C)(C)C)C(=O)OC(C)(C)C
  1517, 1819
